Source: PubChem BioAssay
Siah-1 displacement: Siah-1 peptide-binding antagonists, primary screen, biochemical, fluorescence polarization, rhodamine-plectin, uHTS (AID 1817); Siah-1 / rhodamine-plectin peptide fluorescence polarization; higher % means a stronger effect; displacement, % at 20 µM, or IC50 in µM where a hit was titrated; actives 0.02% (n = 290,000);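 active = displacement of at least 50% at 20 µM, with a fluorescence ratio check between 0.3 and a set limit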;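 also: plate controls were Siah plus tracer with DMSO for no effect and tracer alone without Siah for full effect; strong numbers were not always called active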
MgcRacGAP inhibition: MgcRacGAP GTPase-activating activity inhibitors, confirmation, biochemical, ADP Hunter fluorescence | MgcRacGAP-stimulated Rac1 GTP hydrolysis, ADP Hunter fluorescence; higher % means a stronger effect; GST-tagged Rac1 F28L mutant substrate | inhibition, % at 30 µM; hits with a dose series show IC50 in µM | actives 0.6% (n = 340,000);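 active = first-screen hits whose inhibition reached a set limit at any dose in the follow-up dose series; inconclusive = inhibition above the set first-screen limit but never retested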;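 also: fluorescence reports GDP produced by GAP-driven GTP hydrolysis; strong numbers were not always called active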
Myeloid diff 2: promotes myeloid progenitor differentiation. calls only at 10 µM. actives 1% (n = 360,000). ER-HoxA9 myeloid progenitors, lysozyme-GFP differentiation, flow cytometry;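 active = normalized GFP-positive differentiation at or above the plate's own cutoff, the solvent-only control mean plus 3 SD; inconclusive = no clear call, values can overlap the other calls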;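 also: cells exposed to compound for four days before flow analysis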
GPR35 antagonists: GPR35 antagonists blocking zaprinast-driven arrestin recruitment, primary screen, imaging, U2OS, beta-arrestin-GFP, zaprinast agonist (AID 2058); U2OS GPR35 beta-arrestin-GFP translocation imaging, zaprinast antagonism; higher % means a stronger effect; one-dose inhibition, % at 10 µM; IC50 in µM for titrated hits; actives 0.052% (n = 290,000);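 active = inhibition of at least 50% with at least 30 cells and total cytoplasm GFP at most 10,000,000; inconclusive = under 30 cells or total GFP of 10,000,000 plus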
Salmonella PhoP GFP: PhoP-dependent GFP reporter repression – Salmonella Typhimurium, primary screen (AID 1863). S. Typhimurium PhoP-regulated promoter GFP reporter, 4 h; higher % means a stronger effect. one-dose inhibition, % at 50 µM; IC50 in µM for titrated hits. actives 0.16% (n = 300,000);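 active = inhibition over 29.93%, a cutoff 3 SD above the screen mean, later confirmed by dose response; inconclusive = inhibition over 29.93% but no dose response follow-up; inactive = inhibition at most 29.93% or unconfirmed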;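 also: 0% = low Mg2+ inducing control and 100% = high Mg2+ repressing control; strong numbers were not always called active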
GPR55 antagonists: inhibition of LPI-stimulated GPR55 beta-arrestin translocation – imaging, U2OS, beta-arrestin-GFP, LPI agonist, primary screen (AID 2013). U2OS GPR55 beta-arrestin-GFP translocation imaging, LPI antagonism; higher % means a stronger effect. one-dose inhibition, % at 10 µM; IC50 in µM for titrated hits. actives 0.13% (n = 290,000);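 active = spots per cell inhibited over 60%, with over 100 cells counted and total cytoplasm intensity under 500,000; inconclusive = wells with under 100 cells, flagged as likely toxic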;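 also: U2OS cells stably carrying GPR55 and arrestin-GFP stimulated by 5 µM LPI near EC80; imaged beta-arrestin-GFP aggregate spots per cell after agonist stimulation; plate controls were LPI-stimulated DMSO wells for no effect and DMSO wells without LPI for full effect; some results filed as inactive read as strong as hits; confirmed hits need IC50 under 10 µM and bright autofluorescent wells are also inconclusive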
LYP inhibition: inhibitors of LYP phosphatase, biochemical, fluorescence intensity, uHTS (AID 1779); actives 0.054% (n = 290,000); inhibition, % at 11.5 µM, or IC50 in µM where a hit was titrated; recombinant LYP phosphatase, fluorescence intensity; higher % means a stronger effect; in the data active = inhibition above about 50%;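 also: plate controls were vehicle with enzyme for no effect and no enzyme for full effect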
HIV peptide binding: cell-free HIV fusion peptide-binding blockers – biochemical, uHTS, fluorescence dequenching, primary screen (AID 1986); cell-free peptide binding, fluorescence dequenching, 30 min; higher % means a stronger effect; inhibition, % at 20 µM; hits with a dose series show IC50 in µM; actives 0.3% (n = 290,000); in the data active = inhibition mostly above about 52%, no sharp cut-off; inactive = mostly below about 76%; also: some results filed as inactive read as strong as hits
NTR1 agonist: agonists of NTR1, primary screen, imaging, U2OS cells, beta-arrestin-GFP, high content (AID 493036); P30989; NTR1-U2OS beta-arrestin-GFP spot imaging, agonist mode; activation, % at 20 µM; actives 0.17% (n = 330,000);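 active = activation at or above 40% of the spot to cytoplasm intensity ratio, with at least 20 cells analyzed; inconclusive = wells under 20 cells, flagged as cytotoxic or low count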;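 also: 0% = DMSO without peptide and 100% = 100 nM NTR1 peptide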
Target sequence (P30989 whole entry, looked up): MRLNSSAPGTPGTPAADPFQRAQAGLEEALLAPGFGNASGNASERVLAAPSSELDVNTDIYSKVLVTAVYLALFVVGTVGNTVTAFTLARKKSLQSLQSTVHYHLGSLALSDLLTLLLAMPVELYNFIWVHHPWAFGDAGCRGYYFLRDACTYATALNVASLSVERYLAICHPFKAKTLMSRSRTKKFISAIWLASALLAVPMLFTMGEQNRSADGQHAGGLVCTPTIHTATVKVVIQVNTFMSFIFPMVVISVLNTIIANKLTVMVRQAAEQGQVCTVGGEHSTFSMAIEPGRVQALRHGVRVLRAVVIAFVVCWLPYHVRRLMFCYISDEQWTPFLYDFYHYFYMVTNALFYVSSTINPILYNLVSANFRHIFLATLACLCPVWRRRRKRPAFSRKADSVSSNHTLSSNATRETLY
NTR1 agonist cell count 20 µM: further read-out of NTR1 agonist, marked with its call; cell count; measured here: cell count, cytotoxicity flag
Myeloid diff 2 GFP+ MAC1+ %: second read-out of Myeloid diff 2, no call of its own (marks repeat the call); GFP+ MAC1+ double positive, %; measured here: differentiation confirmed by MAC1 staining
Starred values were filed as active, the others as inactive; i = inactive; ? = inconclusive; . = no result given.

SMILES	Siah-1 displacement	MgcRacGAP inhibition	Myeloid diff 2	Myeloid diff 2 GFP+ MAC1+ %	GPR35 antagonists	Salmonella PhoP GFP	GPR55 antagonists	LYP inhibition	HIV peptide binding	NTR1 agonist	NTR1 agonist cell count 20 µM
O=C1c2ccc3c4c(ccc(c24)C(=O)N1NC(=O)C(F)(F)F)CC3	-3%	3%	i	4.8	16%	-20%	20%	-3%	-1.1%	1.0	53
CC(C)(C)C(=O)CSc1nc2c(c(-c3cccs3)c1C#N)CCC2	-3%	6%	i	0.3	1%	-1%	1%	-10%	0.5%	9.7	90
Cc1nn2c([nH]c(=O)c3ccccc32)c1C=O	-1%	10%	i	4.3	12%	6%	1%	-10%	-0.7%	-1.5	72
CCOc1ccccc1C(=O)NCC(=O)NNC(=O)CN(C)S(=O)(=O)c1ccc(Cl)cc1	.	0%	i	0.2	.	9%	.	.	.	0.8	56
Cn1c(CNC(=O)c2ccc3c(c2)OCO3)nnc1SCC(=O)Nc1ccccc1Cl	17%	5%	i	1.7	-2%	-2%	4%	-10%	0.6%	-0.3	62
CC(=O)c1sc(N)c(C(=O)OC(C)C)c1C	-1%	9%	i	1.1	6%	-6%	5%	3%	3.6%	-0.4	64
CC1(C)Cc2c(cnn2-c2ccccc2)C(NC(=O)CCCn2cncn2)C1 (centres undefined)	-1%	4%	i	1.2	-12%	5%	-1%	-10%	-0.3%	0.4	75
O=[N+]([O-])c1ccc(C2Oc3ccccc3C3CC(c4ccccc4)=NN32)s1 (centres undefined)	4%	.	.	.	-4%	11%	10%	4%	25%	.	.
Cc1ccc(S(=O)(=O)Nc2ccccc2CNC2CCCCC2)cc1	2%	9%	i	0.4	-2%	3%	6%	-4%	-0.6%	-0.9	30
Cc1ccc(Cl)cc1N1CCN(C(=O)c2noc(C(C)C)c2[N+](=O)[O-])CC1	-5%	-32%	.	.	6%	-9%	-2%	-4%	-3.6%	2.8	55
O=S(=O)(c1ccc(F)cc1)N1CCN(C(=S)NCc2ccccc2)CC1	0%	-1%	i	0.6	-14%	2%	-1%	4%	-1.1%	-0.7	62
COc1ccc(CCNC(=O)COC(=O)CCC(=O)c2ccc(F)cc2)cc1OC	-4%	-4%	i	0.6	3%	21%	1%	-4%	0.3%	-0.7	55
Cc1ccc(Nc2nnc(SC(C)C(=O)NCC3CCCO3)s2)cc1C (centres undefined)	.	2%	i	0.3	.	-9%	.	.	.	-0.7	84
S=c1[nH]nc(COc2ccccc2)n1/N=C/C=C/c1ccccc1	6%	4%	i	0.6	-3%	-8%	5%	4%	4.2%	1.4	38
CC(=O)Oc1ccc(N(C(C)=O)S(=O)(=O)c2cccs2)cc1	2%	5%	i	4.8	-6%	2%	-6%	-7%	2.1%	0.6	50
COc1cccc(OCC(O)CN2CCc3ccccc3C2)c1 (centres undefined)	1%	.	i	4.6	-11%	-7%	-13%	-6%	-0.4%	-0.5	57
CCc1ccc(N2CC(C(=O)Nc3cccc(S(=O)(=O)N4CCCC4)c3)CC2=O)cc1 (centres undefined)	.	11%	i	0.5	.	2%	.	.	.	2.3	84
CCOc1ccc(/C=N/n2c(C)nc3ccccc3c2=O)cc1	-3%	.	i	0.5	0%	-4%	-2%	-9%	-0.4%	1.4	83
CC(C)C(=O)c1c(C(C)C)nn2ccccc12	.	9%	i	1.2	.	-6%	.	.	.	-0.7	55
Cn1c(=O)c([N+](=O)[O-])c(N2CCN(Cc3ccc4c(c3)OCO4)CC2)c2ccccc21	-5%	12%	i	0.8	-15%	-2%	1%	-6%	-3.2%	11	48
O=C(Nc1ccc(C2=NCCN2)cc1)c1ccc(C(=O)Nc2ccc(C3=NCCN3)cc2)c([N+](=O)[O-])c1	-1%	33µM*	i	0.5	-4%	?	8%	-23%	-7.2%	1.6	36
CC(=O)c1c(C)nc2cc(Cl)ccc2c1N	1%	9%	i	0.5	5%	0%	-1%	0%	1.0%	0.1	33
Cc1nnc(SCC(=O)NC23CC4CC(CC(C4)C2)C3)n(N)c1=O	-4%	14%	i	0.3	-3%	2%	10%	-3%	-1.2%	0.8	45
O=c1[nH][nH]c(=S)n1C1CCCCC1	2%	.	.	.	-2%	-4%	6%	4%	2.0%	1.1	51
Cc1cccc(Cn2c(SCCO)nc3c2c(=O)n(C)c(=O)n3C)c1	4%	14%	i	0.8	2%	-4%	8%	0%	-0.2%	1.8	38
CCOc1ccc(N=C2NC(=O)C(CC(=O)Nc3ccc(OC)cc3)S2)cc1 (centres undefined)	3%	-4%	i	0.6	0%	-8%	4%	1%	5.1%	-1.5	64
CNC(=O)C(=O)Nc1ccc(C)cc1C	-1%	6%	i	0.5	-5%	-4%	-2%	5%	0.6%	0.1	75
O=C(Nc1ccc(OCC(=O)N2CCOCC2)cc1)c1cc(F)c(F)cc1Cl	4%	5%	i	0.4	-1%	-1%	0%	0%	-0.9%	-0.1	63
CSc1nnc(C)c(/C=C/Nc2ccc(F)cc2)n1	7%	7%	i	0.9	-5%	-7%	7%	-3%	5.3%	0.7	65
Nc1c2c(nc3cccc(Cl)c13)N(c1ccccc1)CC2	2%	3%	i	0.1	-2%	.	8%	-1%	1.8%	6.1	70
COc1cc(C(CCN2CCCC2)c2c(OC)cc(OC)c3c(C)cc(=O)oc23)cc(OC)c1OC (centres undefined)	12%	5%	i	1.8	-2%	0%	10%	-8%	0.0%	1.8	81
O=C(NCCCn1ccnc1)/C(=C\c1cccnc1)NC(=O)c1cccc(Br)c1	3%	3%	i	0.6	2%	18%	19%	0%	-0.5%	-0.6	61
COCCNCC(=O)Nc1ccc(C)c(S(=O)(=O)N2CCCCC2)c1	2%	132µM*	i	0.4	-5%	5%	10%	-1%	0.8%	0.5	38
OC[C@@H](O)[C@@H](O)CO	.	5%	i	2.8	.	7%	.	.	.	-3.1	102
Cc1ccccc1C(=O)NC(=S)Nc1sc2c(c1C#N)CCCC2	2%	10%	i	1.2	-5%	-6%	20%	5%	1.2%	15	58
COCCCn1c(=O)/c(=C\c2ccccc2OC(F)F)s/c1=C(/C#N)C(=O)NCCOC	4%	2%	i	0.8	-4%	-8%	3%	-11%	29%	1.5	58
NC(=O)CC(NC(=O)c1ccccc1)c1ccc(N2CCC(Br)CC2)c([N+](=O)[O-])c1 (centres undefined)	4%	3%	i	2.6	12%	0%	12%	0%	-3.1%	-2.2	74
COc1ccccc1C(CNC(=O)c1cccc(NS(=O)(=O)c2ccc(Br)cc2)c1)N(C)C (centres undefined)	.	3%	i	1.0	.	5%	.	.	.	-1.2	40
CC(=O)Nc1ccc(/C(C)=N/NC(=O)CN(c2ccccc2Br)S(C)(=O)=O)cc1	2%	8%	i	0.1	-11%	-8%	2%	0%	-0.4%	-1.3	73
CC(C)(C)NC(=O)CSc1nnc(C2CC2)n1Cc1ccccc1	4%	5%	i	1.2	16%	-14%	-5%	-9%	-2.7%	-0.4	53
COCC1CCCCN1C(=O)CCCn1nnnc1CN1CCC(C)CC1 (centres undefined)	5%	0%	i	1.1	0%	1%	5%	-11%	0.3%	0.7	78
CCN(CC)S(=O)(=O)c1ccc(-c2nnc(SCC(=O)Nc3ccc(OC)c(OC)c3)o2)cc1	-4%	7%	i	1.9	-3%	13%	7%	2%	25%	-0.6	82
Cc1ccc(CSC2=NCCN2S(=O)(=O)c2ccc(F)cc2)cc1	-1%	5%	i	1.4	-10%	1%	-6%	-7%	-2.1%	3.7	65

9 of the compounds above, bar-delimited:
SMILES | Siah-1 displacement | MgcRacGAP inhibition | Myeloid diff 2 | Myeloid diff 2 GFP+ MAC1+ % | GPR35 antagonists | Salmonella PhoP GFP | GPR55 antagonists | LYP inhibition | HIV peptide binding | NTR1 agonist | NTR1 agonist cell count 20 µM
Cc1ccccc1C(=O)NC(=S)Nc1sc2c(c1C#N)CCCC2 | 2% | 10% | i | 1.2 | -5% | -6% | 20% | 5% | 1.2% | 15 | 58
COCCCn1c(=O)/c(=C\c2ccccc2OC(F)F)s/c1=C(/C#N)C(=O)NCCOC | 4% | 2% | i | 0.8 | -4% | -8% | 3% | -11% | 29% | 1.5 | 58
NC(=O)CC(NC(=O)c1ccccc1)c1ccc(N2CCC(Br)CC2)c([N+](=O)[O-])c1 (centres undefined) | 4% | 3% | i | 2.6 | 12% | 0% | 12% | 0% | -3.1% | -2.2 | 74
COc1ccccc1C(CNC(=O)c1cccc(NS(=O)(=O)c2ccc(Br)cc2)c1)N(C)C (centres undefined) | . | 3% | i | 1.0 | . | 5% | . | . | . | -1.2 | 40
CC(=O)Nc1ccc(/C(C)=N/NC(=O)CN(c2ccccc2Br)S(C)(=O)=O)cc1 | 2% | 8% | i | 0.1 | -11% | -8% | 2% | 0% | -0.4% | -1.3 | 73
CC(C)(C)NC(=O)CSc1nnc(C2CC2)n1Cc1ccccc1 | 4% | 5% | i | 1.2 | 16% | -14% | -5% | -9% | -2.7% | -0.4 | 53
COCC1CCCCN1C(=O)CCCn1nnnc1CN1CCC(C)CC1 (centres undefined) | 5% | 0% | i | 1.1 | 0% | 1% | 5% | -11% | 0.3% | 0.7 | 78
CCN(CC)S(=O)(=O)c1ccc(-c2nnc(SCC(=O)Nc3ccc(OC)c(OC)c3)o2)cc1 | -4% | 7% | i | 1.9 | -3% | 13% | 7% | 2% | 25% | -0.6 | 82
Cc1ccc(CSC2=NCCN2S(=O)(=O)c2ccc(F)cc2)cc1 | -1% | 5% | i | 1.4 | -10% | 1% | -6% | -7% | -2.1% | 3.7 | 65
